Compound activity deposited in PubChem by several laboratories.
LEDGF integ inh – blocks HIV-1 LEDGF/p75-dependent DNA integration; inhibition, % at 3.7 µM; 0.64% of 370,000 active; AID 743269; TR-FRET IN-LEDGF/p75 DNA integration, Eu/Cy5;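 active = inhibition above the screen-wide mean plus 3 SD, cut at about 13% in these data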;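 also: signal is the Cy5 over europium emission ratio at 671 and 618 nm; 0% = plate median of compound wells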
PRMT1 inh – PRMT1 (human) inhibition, primary screen. Q99873. recombinant PRMT1, activity-based probe fluorescence polarization. inhibition, % at 2.79 µM. 1.3% of 370,000 active;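 active = inhibition above about 21% made by adding two undisclosed values, limit read from the data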
PG9 binder – PG9 antibody binding by small molecule. TR-FRET gp120-PG9 antibody binding. 0.43% of 360,000 active. inhibition, % at 6.7 µM; in the data active = inhibition above about 8.5%
NR1D1 modulator – modulators of human Rev-erb alpha DNA binding | Rev-erbα–FITC-DNA binding, fluorescence polarization, 90 min | AID 1259318 | P20393 | activity, % at 10 µM | 0.79% of 370,000 active;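 active = activity above about 14%, limit read from the data; passing the limit was not always enough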;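 also: 0% = DMSO wells with 35 nM protein and 100% = DMSO wells with 750 nM protein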
Target sequence (P20393 whole entry, looked up): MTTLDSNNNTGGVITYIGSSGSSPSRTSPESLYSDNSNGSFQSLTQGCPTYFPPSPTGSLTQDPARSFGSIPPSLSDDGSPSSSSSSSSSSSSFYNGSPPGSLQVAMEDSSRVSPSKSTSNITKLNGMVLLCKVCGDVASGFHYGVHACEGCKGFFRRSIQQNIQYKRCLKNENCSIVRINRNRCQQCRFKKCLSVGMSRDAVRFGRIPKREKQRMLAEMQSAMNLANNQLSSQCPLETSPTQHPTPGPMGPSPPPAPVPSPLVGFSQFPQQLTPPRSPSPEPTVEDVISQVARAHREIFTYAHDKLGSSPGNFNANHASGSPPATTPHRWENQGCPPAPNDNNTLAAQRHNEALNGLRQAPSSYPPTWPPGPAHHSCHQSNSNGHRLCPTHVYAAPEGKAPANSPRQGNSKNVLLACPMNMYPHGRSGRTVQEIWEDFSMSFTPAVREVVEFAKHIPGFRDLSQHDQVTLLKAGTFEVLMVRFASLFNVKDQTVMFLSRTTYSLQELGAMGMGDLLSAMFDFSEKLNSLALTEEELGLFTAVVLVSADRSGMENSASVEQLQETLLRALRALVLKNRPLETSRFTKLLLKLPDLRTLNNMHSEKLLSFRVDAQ
HTRA1 inhibitor – blocks human HTRA1 serine peptidase; Q92743; recombinant HTRA1, FP-rhodamine activity-based probe, fluorescence polarization; inhibition, % at 5.96 µM; 0.5% of 340,000 active; AID 504803; in the data active = inhibition above about 36%;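 also: 0% = enzyme with DMSO and 100% = wells lacking enzyme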
SIAE inh – human SIAE inhibition, primary screen; SIAE FP-Rh probe binding, fluorescence polarization; inhibition, % at 9.66 µM; 0.69% of 370,000 active; Q9HAT2;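 active = inhibition above a cutoff: mean of compounds within the control limits plus 3 SD of those, cut at about 17% in these data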;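 also: 0% = plate median of compound wells and 100% = probe without SIAE protein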
rCAG RNA binder – r(CAG) repeat RNA binding; TO-PRO-1 dye displacement fluorescence; inhibition, % at 3 µM; 1.3% of 370,000 active;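 active = inhibition above the plate cutoff, the mean of all test compounds on that plate plus 3 SD, cut at about 35% in these data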;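 also: 0% = DMSO alone and 100% = 100 µM mitoxantrone as full dye displacement; higher means more dye released from RNA so lower well fluorescence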
ABHD4 inh – inhibitors of mouse ABHD4; purified mABHD4, FP-Rh probe fluorescence polarization; AID 720543; inhibition, % at 8.92 µM; 0.54% of 370,000 active; Q8VD66;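 active = inhibition exceeding the mean over every tested compound plus 3 SD, cut at about 30% in these data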;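 also: 0% = plate median of compound wells and 100% = S159A mutant with DMSO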
Target sequence (Q8VD66 whole entry, looked up): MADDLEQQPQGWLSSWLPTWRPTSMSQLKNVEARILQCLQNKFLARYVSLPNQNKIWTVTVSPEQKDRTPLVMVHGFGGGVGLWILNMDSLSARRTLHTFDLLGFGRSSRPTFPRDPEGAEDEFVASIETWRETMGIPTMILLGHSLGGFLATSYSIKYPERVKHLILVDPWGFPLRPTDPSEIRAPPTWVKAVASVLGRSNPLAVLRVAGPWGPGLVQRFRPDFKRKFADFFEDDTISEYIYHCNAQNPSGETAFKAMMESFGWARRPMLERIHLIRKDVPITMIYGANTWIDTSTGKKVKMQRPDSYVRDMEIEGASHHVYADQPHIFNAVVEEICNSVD
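assay system = mABHD4 protein | compound dosing = single nominal dose of 8.92 µM, 0.89% DMSO final | read-out basis = percent inhibition of probe binding, normalized to plate controls | schedule = Enzyme–compound pre-incubation 45 min, then probe 60 min, both 25 °C | detection = fluorescence polarization, excitation 525 nm, emission 598 nm, BODIPY TMR filters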
TCR-CD3 inh – human TCR-CD3 binding inhibition | TAMRA-labeled TCR probe fluorescence, biochemical | inhibition, % at 9.4 µM | 0.37% of 360,000 active; in the data active = inhibition above about 19%;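 also: recombinant mutant TCR 2C K166C tagged with TAMRA read by polarization; 0% = receptor in buffer alone and 100% = receptor with positive control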
TDP2 inh – TDP2 (human) inhibition, absorbance primary screen; O95551; recombinant TDP2, T5PNP hydrolysis, p-nitrophenol absorbance 415 nm; inhibition, % at 12.8 µM; 0.34% of 370,000 active; AID 720702;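 active = inhibition above the mean of all tested compounds plus 3 SD, set per campaign, cut at about 25% in these data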;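 also: 0% = DMSO with enzyme and 100% = buffer with substrate but no TDP2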
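System – recombinant human TDP2 · Quantity – TDP2 enzyme at 120 nM final · Doses – single concentration, 12.8 µM nominal, with 1% DMSO · Incubation – 2 h at 37 °C · Measured by – epi absorbance of p-nitrophenol freed from T5PNP by hydrolysis · Read-out – % inhibition relative to enzyme-containing and enzyme-free wells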
Starred values were filed as active, the others as inactive; . = no result given. A portion of the library; the hit share may differ from the screen's.

SMILES	LEDGF integ inh	PRMT1 inh	PG9 binder	NR1D1 modulator	HTRA1 inhibitor	SIAE inh	rCAG RNA binder	ABHD4 inh	TCR-CD3 inh	TDP2 inh
COc1cc(NC2c3ccccc3C(=O)N2Cc2ccccc2Cl)cc(OC)c1 (configuration not stated)	-3	3	3.6	-1	-32	-1	-2	-2	-8	-1
O=S(=O)(Nc1ccc(O)c2ccccc12)c1ccc(OC(F)(F)F)cc1	16*	1	-2.8	-1	.	9	39*	24	7	46*
O=S(=O)(Nc1cccnc1)c1ccc(C2CCCCC2)cc1	3	1	-1.2	-5	-10	-1	9	-5	0	2
CCOC(=O)C1CCCCN1Cc1ccc(F)cc1 (configuration not stated)	-1	1	0.3	-1	-12	3	-2	7	-2	14
COc1ccccc1CCC(=O)Nc1ncc(C)s1	-3	0	-0.8	5	-6	-3	-1	4	10	-8
C[C@H](CO)N1C[C@H](C)[C@@H](CN(C)S(C)(=O)=O)Oc2ccc(NS(=O)(=O)c3cn(C)cn3)cc2C1=O	-1	1	-1.8	-6	3	-2	3	-3	-2	4
O=C(Cc1ccccc1)Nc1ccccc1N1CCOCC1	-2	1	-1.8	0	-1	6	-6	5	-4	5
CN(C)CC/C=C1/c2ccc(F)cc2Sc2ccc(Cl)cc21	-4	0	1.2	5	.	3	7	17	2	-9
Cc1cccc(-c2cccc3c4c([nH]c23)[C@@H]2C[C@H](N(C)C(=O)Nc3ccccc3C)[C@H]([C@H](C)O)C(=O)N2CC4)c1	-2	-1	.	-3	.	3	15	-12	.	2
COc1ccc(C(=O)NC(=S)NNC(=O)c2ccc(C)cc2)cc1	0	0	-1.5	0	10	0	16	-1	5	-17
C/C=C(/CCC1NCCc2c1[nH]c1ccccc21)[Si](C)(C)C (configuration not stated)	-1	-4	-2.0	-5	-11	-1	4	3	-3	-12
Cc1cc(Cl)ccc1NC(=O)C1COc2ccccc2O1 (configuration not stated)	0	-4	0.1	4	-1	-1	0	-2	8	-16
O=C(CCl)Nc1ccc(C(=O)NCC2COc3ccccc3O2)cc1 (configuration not stated)	2	-6	.	3	.	0	4	1	.	-2
NC(=O)c1ccc(C23CC4CC(CC(C4)C2)C3)o1	-3	0	0.7	0	10	-1	-1	-2	3	1
CCN(CC)S(=O)(=O)c1ccc2c(c1)c(C(=O)O)cn2C	-1	3	-1.5	0	-1	-1	6	5	5	0
COc1c(CC=C(C)C)cc(C2CC(=O)c3c(O)cc(O)cc3O2)cc1CC=C(C)C (configuration not stated)	-2	1	-2.4	-3	-15	-22	32	-29	7	1
COc1ccc(C(=O)N(C)Cc2cnn(Cc3ccccc3)c2)cc1S(=O)(=O)N1CCOCC1	2	-1	-0.6	1	-2	-1	1	-5	-2	2
COC(=O)c1cccc(N(C(=O)CNC(=O)c2ccco2)C(C(=O)NC2CCCC2)c2ccco2)c1 (configuration not stated)	7	0	-1.8	1	-1	2	4	-7	-5	-15
COC(=O)c1ccc(NC(=O)CCc2nnc3ccc(N4CCC5(CC4)OCCO5)nn23)cc1	3	-1	0.7	-4	3	-4	-7	5	-3	2
Cc1cc(C)c(N2C(=O)CCCC2=O)c(Cl)c1	-4	0	-1.0	-7	5	-1	0	3	4	-5

One compound at a time, as listed above.
COc1ccccc1CCC(=O)Nc1ncc(C)s1 in the list: LEDGF integ inh = -3; PRMT1 inh = 0; PG9 binder = -0.8; NR1D1 modulator = 5; HTRA1 inhibitor = -6; SIAE inh = -3; rCAG RNA binder = -1; ABHD4 inh = 4; TCR-CD3 inh = 10; TDP2 inh = -8
CN(C)CC/C=C1/c2ccc(F)cc2Sc2ccc(Cl)cc21 in the list: LEDGF integ inh = -4; PRMT1 inh = 0; PG9 binder = 1.2; NR1D1 modulator = 5; HTRA1 inhibitor = .; SIAE inh = 3; rCAG RNA binder = 7; ABHD4 inh = 17; TCR-CD3 inh = 2; TDP2 inh = -9

Next section:
SMILES	LEDGF integ inh	PRMT1 inh	PG9 binder	NR1D1 modulator	HTRA1 inhibitor	SIAE inh	rCAG RNA binder	ABHD4 inh	TCR-CD3 inh	TDP2 inh
CC(C)N(Cc1nc2ccccc2[nH]1)C(C)C	-2	-1	-1.1	-5	-2	-7	1	-3	-3	-5
COc1ccc2[nH]c(=O)c(CN(CCO)C(=O)c3cccs3)cc2c1	7	-1	-0.7	-11	1	-11	2	-5	6	-17
CS(=O)(=O)NCCCNc1ccc(Cl)cc1[N+](=O)[O-]	1	-1	-2.6	7	0	4	3	3	0	4
CCc1nc2ccc(C(=O)NCCC(C)C)cn2c1N(C)Cc1nccs1	5	4	0.7	-13	.	3	-2	-3	-2	-5
COc1ccc(N(CC(=O)N/N=C(\C)CCc2ccccc2)S(=O)(=O)c2ccc(C)cc2)cc1	-3	4	0.1	6	-38	-6	7	-15	3	5
Cc1cc(N2CCOCC2)ccc1/C=C1\NC(=O)N(Cc2ccccc2)C1=O	2	-1	-7.0	1	-5	8	0	9	0	-1
COc1cccc(C(O)c2nc(-c3cc(F)cc(F)c3)cs2)c1 (configuration not stated)	-4	7	0.7	0	.	-1	1	-14	-4	3
COc1ccc([C@H]2CC(=O)C=C(c3cc(C(F)(F)F)cc(C(F)(F)F)c3)C2)cc1	-2	-3	-1.6	-2	-5	-8	1	-2	3	-2
Cn1nc(C2CC2)cc1NC(=O)C1(C)CCN1C(=O)Cc1ccc(-c2ccccc2)cc1 (configuration not stated)	9	6	-0.2	13	.	-1	1	-4	-6	4
COc1ccc(Br)cc1CNC(=O)C1CCN(S(=O)(=O)N2CCCC2)CC1	2	-2	1.4	-3	-4	-4	-1	-11	-2	-25
Cc1ncc(CN2CCCC(C(=O)Nc3ccc(-c4cscn4)cc3)C2)cn1 (configuration not stated)	-5	4	-2.3	2	4	-1	0	-10	-4	-8
Cc1ccc(C(=O)NC2CC3CCC(C2)N3Cc2ccco2)cc1 (configuration not stated)	-1	0	2.7	-8	0	0	-4	3	0	-2
Cc1ccc(NC(=O)CCCNC(=O)c2ccc(Cl)cc2)c(O)c1	-1	-2	-1.2	-6	8	2	-3	-2	0	-2
CCOc1ccc(CCNC(=O)c2cc3c(s2)CS(=O)(=O)C3)cc1OCC	0	-7	0.7	0	2	-5	8	-8	6	4
CN(CC(=O)Nc1ccccc1C(F)(F)F)C(=O)COc1ccccc1Cc1ccccc1	1	-3	-0.1	3	-18	4	-8	-7	2	-3
COc1ccc2sc(N(CCN(C)C)C(=O)c3ccc4ccccc4c3)nc2c1	0	-4	-2.8	-2	6	-3	0	-1	-1	4
CCOc1ccc2ccccc2c1CNc1nnnn1CC	0	-2	1.2	6	-3	-1	-2	-5	-7	-7
CN1/C(=C\C(=O)c2cncc(Br)c2)C(C)(C)c2ccccc21	1	1	-1.5	2	-49	-26	-6	-65	-13	-10
CCOC(=O)c1sc(=NC(=O)c2cccc(C)c2)n(C)c1C	-1	-7	0.5	-1	5	1	-1	-3	3	-6
CCOC(=O)c1nn(-c2ccccc2)c(=O)c2c(N)scc12	2	17	-3.0	-5	2	1	4	6	-20	12
CC(C)(C)n1nnnc1C(c1ccncc1)N1CCN(c2ccc(O)cc2)CC1 (configuration not stated)	-3	27*	-1.8	2	4	2	3	24	-3	-2
CCN(CC(=O)Nc1cc(Cl)ccc1C)C(=O)CCOc1ccccc1C	-5	5	-0.2	3	-6	2	-1	0	-6	-8
Cc1nc2c(c(C)nn2-c2ccccc2)c(C)c1C	-2	3	-1.6	10	4	0	0	4	-4	8
C=CCOc1cccc(C2C(C(=O)c3cc4ccccc4o3)=C(O)C(=O)N2c2cc(C)on2)c1 (configuration not stated)	1	5	17*	-3	-21	-2	66*	-13	-7	9
COc1ccc(CCC(=O)Nc2ccc(C(=O)c3ccncc3)cc2)cc1	1	-1	0.4	2	-8	-2	-2	-6	5	9
CN1CCCN(C(=O)CC(c2ccccc2)c2ccccc2)CC1	1	-1	-3.6	-8	10	-1	-7	-6	5	-3
CCN(CC)S(=O)(=O)c1ccc(N2CCOCC2)c(NC(=O)COc2ccc(OC)cc2)c1	0	0	1.3	0	0	-1	0	8	-3	1
Cc1ccc(NC(=O)CCC(=O)NNC(=O)COc2ccc([N+](=O)[O-])cc2)cc1C	1	-3	-1.0	-2	1	-28	0	-3	-9	-8
Cc1ccc(Cl)cc1N(CC(=O)NC1CCCCC1)S(C)(=O)=O	2	-2	2.7	0	5	4	-5	4	1	-6
COCCCN(C(=O)C(C)Oc1ccc(Br)cc1)c1c(N)n(Cc2ccccc2)c(=O)[nH]c1=O (configuration not stated)	0	1	0.4	-5	-4	-1	2	5	7	-11
CCOC(=O)Cc1[nH]nc2c1C(c1ccoc1)C(C#N)=C(N)O2 (configuration not stated)	4	0	-0.9	-3	-9	6	0	8	3	22
CN(C)c1ccc(/C=N\S(=O)(=O)c2ccccc2)cc1	-3	-1	0.6	1	0	-3	-1	-1	0	6
Cc1ccc(CN2CCC(n3nccc3NC(=O)c3ccc4c(c3)OCO4)CC2)o1	4	-1	-1.5	-2	4	-4	3	-5	2	-7

Some of the entries so far, with bars between the fields.
Molecule | LEDGF integ inh | PRMT1 inh | PG9 binder | NR1D1 modulator | HTRA1 inhibitor | SIAE inh | rCAG RNA binder | ABHD4 inh | TCR-CD3 inh | TDP2 inh
CCOC(=O)c1sc(=NC(=O)c2cccc(C)c2)n(C)c1C | -1 | -7 | 0.5 | -1 | 5 | 1 | -1 | -3 | 3 | -6
CCOC(=O)c1nn(-c2ccccc2)c(=O)c2c(N)scc12 | 2 | 17 | -3.0 | -5 | 2 | 1 | 4 | 6 | -20 | 12
CC(C)(C)n1nnnc1C(c1ccncc1)N1CCN(c2ccc(O)cc2)CC1 (configuration not stated) | -3 | 27* | -1.8 | 2 | 4 | 2 | 3 | 24 | -3 | -2
CCN(CC(=O)Nc1cc(Cl)ccc1C)C(=O)CCOc1ccccc1C | -5 | 5 | -0.2 | 3 | -6 | 2 | -1 | 0 | -6 | -8
Cc1nc2c(c(C)nn2-c2ccccc2)c(C)c1C | -2 | 3 | -1.6 | 10 | 4 | 0 | 0 | 4 | -4 | 8
C=CCOc1cccc(C2C(C(=O)c3cc4ccccc4o3)=C(O)C(=O)N2c2cc(C)on2)c1 (configuration not stated) | 1 | 5 | 17* | -3 | -21 | -2 | 66* | -13 | -7 | 9
COc1ccc(CCC(=O)Nc2ccc(C(=O)c3ccncc3)cc2)cc1 | 1 | -1 | 0.4 | 2 | -8 | -2 | -2 | -6 | 5 | 9
CN1CCCN(C(=O)CC(c2ccccc2)c2ccccc2)CC1 | 1 | -1 | -3.6 | -8 | 10 | -1 | -7 | -6 | 5 | -3
CCN(CC)S(=O)(=O)c1ccc(N2CCOCC2)c(NC(=O)COc2ccc(OC)cc2)c1 | 0 | 0 | 1.3 | 0 | 0 | -1 | 0 | 8 | -3 | 1
Cc1ccc(NC(=O)CCC(=O)NNC(=O)COc2ccc([N+](=O)[O-])cc2)cc1C | 1 | -3 | -1.0 | -2 | 1 | -28 | 0 | -3 | -9 | -8
Cc1ccc(Cl)cc1N(CC(=O)NC1CCCCC1)S(C)(=O)=O | 2 | -2 | 2.7 | 0 | 5 | 4 | -5 | 4 | 1 | -6
COCCCN(C(=O)C(C)Oc1ccc(Br)cc1)c1c(N)n(Cc2ccccc2)c(=O)[nH]c1=O (configuration not stated) | 0 | 1 | 0.4 | -5 | -4 | -1 | 2 | 5 | 7 | -11
